# Compound activity deposited in PubChem by Johns Hopkins Ion Channel Center.
# RGS4 act – potentiators or activators of RGS4. HEK293 M3R/inducible RGS4, carbachol calcium flux Fluo4; active compounds read low. B-score at 10 µM. 310,000 tested, 0.92% active. AID 463111;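 active = B-score of the integrated calcium signal more than 4 SD below the library mean, with starting fluorescence not abnormally high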;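 also: negative B-score means reduced calcium response which marks RGS4 activation or potentiation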
#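 Reagent: ECmax carbachol challenge; Test system: M3R-expressing HEK293 line, RGS4 induced by doxycycline; Schedule: overnight RGS4 induction, 30 min dye load 37 °C, 20 min compound RT; Detection: calcium dye Fluo4 fluorescence; Read-out: Agonist-evoked peak-minus-minimum fluorescence over baseline, integrated ratio, B score.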
# ANO1 activ – activates or potentiates the mouse TMEM16A chloride channel | Q8BHY3 | B-score at 10 µM | AID 623877 | HEK293 TMEM16A/YFP-H148Q/I152L, iodide quench fluorescence; active compounds read low | 340,000 tested, 0.3% active;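 active = fluorescence-ratio B-score plate-corrected deviation score at least 3 library SD below zero, with starting fluorescence score within 5 deviations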;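 also: channel opened by trigger with iodide after compound preincubation; score built on the fluorescence ratio of max minus min over baseline; more negative score means more quench and so TMEM16A activation or potentiation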
# MrgX1 PAM – human MrgX1 positive allosteric modulation, primary screen; Q96LB2; B-score at 10 µM; MrgX1-HEK293, Fluo-4 calcium flux, FDSS; active compounds read high; 310,000 tested, 0.63% active;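 active = plate-corrected calcium response at least 3 library SD above typical, normal starting fluorescence, not activating the receptor alone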;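 also: compound read alongside a low EC10 to EC30 dose of BAM8-22 agonist; peak minus trough fluorescence over baseline measured at the second addition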
# Target sequence (Q96LB2 whole entry, looked up): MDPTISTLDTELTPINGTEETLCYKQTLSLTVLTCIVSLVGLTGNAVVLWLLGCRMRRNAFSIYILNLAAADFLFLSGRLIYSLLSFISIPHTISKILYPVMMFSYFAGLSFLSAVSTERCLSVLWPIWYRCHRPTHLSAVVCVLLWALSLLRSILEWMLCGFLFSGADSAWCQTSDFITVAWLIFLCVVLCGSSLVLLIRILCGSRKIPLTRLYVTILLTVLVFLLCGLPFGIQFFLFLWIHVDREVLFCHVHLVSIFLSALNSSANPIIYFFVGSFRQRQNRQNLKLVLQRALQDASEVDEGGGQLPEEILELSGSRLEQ
# KCNQ1 pot – human KCNQ1 channel potentiation or activation; CHO-K1 KCNQ1, thallium flux FluxOR fluorescence; active compounds read high; 310,000 tested, 0.35% active; B-score at 10 µM; AID 2648; P51787;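 active = fluorescence ratio B-score, a plate-corrected score, at least three library SD, with initial intensity B-score within 5 SD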
#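 System: CHO-K1 cells stably expressing KCNQ1 / Medium: assay buffer for compound exposure, DMSO matched across wells / Reagent: thallium- and potassium-containing depolarizing buffer / Compound: one concentration, matched DMSO / Incubation: 20 min compound pretreatment at room temperature / Measured by: kinetic FluxOR fluorescence, 10 s baseline plus 110 s post-stimulus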
# RGS4 block – inhibitors of human RGS4 | P49798 | HEK293 M3R/RGS4 inducible, Fluo-4 calcium flux; active compounds read high; triggered by carbachol at its EC20 | B-score at 10 µM | 310,000 tested, 0.45% active | AID 463165;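 active = B-score, a plate-corrected calcium signal, over three deviations above library mean, with baseline fluorescence within five deviations of library mean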;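 also: RGS4 expression induced by doxycycline in cells with stable M3 receptor; B-score is computed from the integrated fluorescence ratio over baseline after carbachol; higher B-score means a larger calcium signal and so more RGS4 inhibition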
# Target sequence (P49798 whole entry, looked up): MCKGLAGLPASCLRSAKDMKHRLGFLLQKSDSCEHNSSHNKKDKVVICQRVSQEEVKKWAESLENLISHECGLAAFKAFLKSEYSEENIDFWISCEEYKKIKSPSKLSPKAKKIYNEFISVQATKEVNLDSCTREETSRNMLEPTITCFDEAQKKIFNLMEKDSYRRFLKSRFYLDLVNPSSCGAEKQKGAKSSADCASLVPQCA
# KCNK9 inh – blocks the human KCNK9 two-pore domain potassium channel. Q9NPC2. HEK293 KCNK9, FluxOR thallium flux fluorescence; active compounds read low. B-score at 10 µM. 310,000 tested, 1.2% active;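 active = ratio B-score over 3 SD below the library mean, with starting fluorescence within 5 SD of its mean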;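 also: negative B-score means less thallium flux so channel inhibition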
# Target sequence (Q9NPC2 whole entry, looked up, the tested form may be a part): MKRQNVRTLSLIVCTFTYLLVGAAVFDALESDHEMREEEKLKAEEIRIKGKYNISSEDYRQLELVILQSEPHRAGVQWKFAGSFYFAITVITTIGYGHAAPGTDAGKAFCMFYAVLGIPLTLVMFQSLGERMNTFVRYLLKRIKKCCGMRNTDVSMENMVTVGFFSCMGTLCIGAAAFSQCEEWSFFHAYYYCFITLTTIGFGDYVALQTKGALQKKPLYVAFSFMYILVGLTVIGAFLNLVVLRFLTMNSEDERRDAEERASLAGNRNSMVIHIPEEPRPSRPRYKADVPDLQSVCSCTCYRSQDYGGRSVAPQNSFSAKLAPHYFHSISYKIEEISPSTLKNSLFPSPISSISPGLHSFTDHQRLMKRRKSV
# KCNK3 inh – human KCNK3 channel inhibition, primary screen. O14649. AID 602410. B-score at 10 µM. 340,000 tested, 0.84% active. CHO-KCNK3 thallium flux, FluxOR fluorescence; active compounds read low;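 active = B-score under library mean minus 4 SD, starting fluorescence ratio at most library mean plus 5 SD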;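 also: more negative B-score means stronger inhibition of thallium flux through KCNK3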
# TMEM16A inh – inhibitors of mouse TMEM16A calcium-activated chloride channel; HEK293 TMEM16A/YFP iodide influx fluorescence, ionomycin; Q8BHY3; 310,000 tested, 1.2% active; normalized B-score (activity score, 25-100; higher = stronger inhibition) at 10 µM;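 active = ratio plate-corrected score three or more library SD toward inhibition, starting fluorescence score within five deviations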;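 also: score derived from kinetic fluorescence span divided by baseline fluorescence per well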
# hERG protect – hERG (human) protection from proarrhythmic block; CHO-hERG, FluxOR thallium flux, dofetilide IC70 present; activation (rescue from dofetilide block), less the hit threshold, % at 10 µM; 310,000 tested, 0.51% active;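 active = activation above the mean of controls blocked by dofetilide plus 5 SD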;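 also: thallium influx through hERG after potassium depolarization seen as dye fluorescence rise; in these data hits start at about 4.7%; inactives centre near -7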
# MrgX1 agonist – human MrgX1 receptor agonism, primary screen. Q96LB2. B-score at 10 µM. 310,000 tested, 0.44% active. MrgX1-HEK293 cells, Fluo-4 calcium fluorescence, agonist mode; active compounds read high;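 active = calcium response B-score plate-corrected fluorescence ratio at least 3 library SD, with starting fluorescence B-score inside 5 SD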
#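 Test system: HEK293 cells stably expressing human MrgX1 receptor; Input: fifteen thousand cells per well; Dosing: compound delivered in addition one of three; Schedule: overnight seeding, then 1 h dark dye loading; Technique: Fluo-4 NW calcium fluorescence; Measure: B-scored fluorescence response ratio; Controls: positive and negative controls per plate.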
# KCNQ1 block – inhibitors of human KCNQ1 potassium channel. P51787. CHO-K1 KCNQ1, FluxOR thallium flux fluorescence; active compounds read high. B-score at 10 µM. 310,000 tested, 1.3% active;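 active = compounds whose thallium flux B-score, printed positive for inhibition, exceeds three library SD while starting fluorescence stays within three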;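 also: channel opened by potassium depolarization with thallium stimulus after 20 min compound exposure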
# The depositor's hits bear a star; i = inactive; . = no result given. Random draw from the library, and some 6.3% of all compounds hit somewhere here.
SMILES,RGS4 act,ANO1 activ,MrgX1 PAM,KCNQ1 pot,RGS4 block,KCNK9 inh,KCNK3 inh,TMEM16A inh,hERG protect,MrgX1 agonist,KCNQ1 block
c1csc(-c2nnc(-c3ccc(N4CCOCC4)cc3)o2)c1,i,i,i,i,i,i,i,i,-15.6,i,i
Cc1c(C)c2ccc(Oc3ccc([N+](=O)[O-])cc3C(F)(F)F)c(C)c2oc1=O,i,i,i,i,i,i,i,i,-2.8,i,i
O=C(COC(=O)c1cc[n+]([O-])cc1)Nc1ccc(Cl)cc1C(F)(F)F,i,i,i,i,i,i,i,i,-4.2,i,i
Cc1cc(C(=O)CSc2nnc(-c3ccc(F)cc3)o2)c(C)n1CC1COc2ccccc2O1 (configuration not stated),i,i,i,i,i,i,i,i,-5.5,i,i
COc1ccc(NC(=O)CSc2nnc(-c3ccccn3)n2N)cc1Cl,i,i,i,i,i,i,i,i,-10.2,i,i
Cc1ccc(S(=O)(=O)Nc2nc(C)c(C)s2)cc1,i,i,i,i,i,i,i,i,-9.6,i,i
COc1ccc(NC(=O)c2sc3nc(N4CCOCC4)c4c(c3c2N)CCCC4)c(OC)c1,i,i,i,i,i,i,i,i,-5.3,i,i
CCc1c(C)nc2ncnn2c1N1CCC(C(=O)NCc2ccc3c(c2)OCO3)CC1,i,i,i,i,i,i,i,i,-9.6,i,i
O=C(CN1CCC(n2nnc3cc(F)ccc32)CC1)NCc1ccco1,i,i,i,i,i,i,i,i,-2.6,i,i
O=C(/C=C\NCC(=O)c1ccccc1)c1ccc(F)cc1,i,i,i,i,i,i,i,i,-12.5,i,i
CCOc1ccc2nc(N3CCCC(C(=O)NCCCN4CC(C)CC(C)C4)C3)sc2c1 (configuration not stated),i,i,i,i,i,i,i,i,-12.2,i,i
CCOCCn1c(SCc2ccc(C)cc2)nc2c1c(=O)[nH]c(=O)n2C,i,i,i,i,i,i,i,i,-7.3,i,i
Cc1ccc(-n2cccn2)c(CN2CCCC(C(=O)c3sccc3C)C2)c1 (configuration not stated),i,i,i,i,i,i,i,i,-17.3,i,9*
CSc1ccc(CNC(=O)CCn2ccc3cc(S(=O)(=O)N4CCCC4)ccc32)cc1,i,i,i,i,i,i,-9.92*,i,-5.2,i,i
C=CCNC(=O)C(=O)NCC1CCCN1S(=O)(=O)c1cccs1 (configuration not stated),i,i,i,i,i,i,i,i,-10.4,i,i
O=C(NCC1(c2ccccc2)CCCC1)c1ccccc1Br,i,i,i,i,i,i,i,i,-4.3,i,i
CCn1c(SCC(=O)NC2=NCCS2)nnc1C(C)NC(=O)c1ccc(Cl)cc1 (configuration not stated),i,i,i,i,i,i,i,i,-14.5,i,i
Cc1cc(F)ccc1NC(=S)NCCc1ccccc1,i,i,i,i,i,i,i,i,-2.8,i,i
Cc1ccc(NC(=O)CCC(=O)Nc2ccc(C)cc2)cc1,i,i,i,i,i,i,i,i,1.2,i,i
Cc1ccc(C)c(S(=O)(=O)N2CCN(C(=O)CNC(=O)c3ccc4ccccc4c3)CC2)c1,i,i,i,i,i,i,i,i,-20.9,i,i
CCN(CC)C(=O)COC(=O)c1cc(-c2ccc(OC)cc2)nc2ccccc12,i,i,i,i,i,i,i,i,-10.4,i,i
Cc1scc(C(=O)N2CCN(c3ccc(Cl)cc3)CC2)c1C,i,i,i,i,i,i,i,i,-20.1,i,i
Cn1c(=O)c2c(nc(CN3CCOCC3)n2CCCO)n(C)c1=O,i,i,i,i,i,i,i,i,-8.9,i,i
Cc1cc(C)n(C(=O)c2ccc([N+](=O)[O-])c(Cl)c2)n1,i,i,i,i,i,i,i,i,-5.6,i,i
COc1cc2[nH]c(=O)n(CCCCCC(=O)NC3CCCC3)c(=O)c2cc1OC,i,i,i,i,i,i,i,i,-7.5,i,i
COc1ccc(NC(=S)N2CCN(C(=O)C3CCCO3)CC2)cc1 (configuration not stated),i,i,i,i,i,i,i,i,0.0,i,i
NNc1nc(-c2ccccc2)cc(-c2ccccc2O)n1,i,i,i,i,i,i,i,i,-3.8,i,i
CCCC(=O)Oc1ccc(C2NC(=O)c3ccccc3O2)cc1 (configuration not stated),i,i,i,i,i,i,i,i,-7.9,i,i
C=CCNC(=S)Nc1ccccc1,i,i,i,i,i,i,i,i,-9.3,i,i
Cc1ccn2c(=O)nc(SCC(=O)NCCc3ccccc3)nc2c1,i,i,i,i,i,i,i,i,-9.3,i,i
CC(=O)CSc1nnc(-c2ccc(S(=O)(=O)N3CCC(C)CC3)cc2)o1,i,i,i,i,i,i,i,i,-9.3,i,i
Cc1ccc2c(c1)N(C(=O)CCC(=O)N1CCCCC1)CCO2,i,i,i,i,i,i,i,i,-5.6,i,i
OCCN1CCOCCN(CCO)CCOCC1,i,i,i,i,i,i,i,i,-7.5,i,i
O=C(CN1CCCCCC1)Nc1ccc([N+](=O)[O-])cc1Br,i,i,i,i,i,i,i,i,-4.5,i,i
CCCN1CCN(CCCNC(=O)C2CCCN(c3nc4ccc(OCC)cc4s3)C2)CC1 (configuration not stated),i,i,i,i,i,i,i,i,-2.3,i,i
Cc1nn2c(C(F)(F)F)cc(-c3ccc(Cl)cc3)nc2c1C(=O)N1CCOCC1,i,i,i,i,i,i,i,i,-18.4,i,i
O=C(NC1CC1)c1cc(-c2ccccn2)nc2ccccc12,i,i,i,i,i,i,i,i,-12.9,i,i
CCOC(=O)c1ccc(Nc2cnc3ccccc3n2)cc1,i,i,i,i,i,i,i,i,-7.5,i,i
CCOC(=O)CN1c2ccccc2NC(=O)CC1C (configuration not stated),i,i,i,i,i,i,i,i,-6.0,i,i
O=C1c2cccc(OCC(=O)N3CCCc4ccccc43)c2CCN1Cc1ccc(Br)cc1,i,i,i,i,i,i,i,i,-23.3,i,i
CCOC(=O)Cc1csc(NC(=S)NC(=O)c2ccc(C)cc2)n1,i,i,i,i,i,i,i,i,-4.8,i,i
COc1ccc(Cc2nnc(Nc3ccc4c(c3)OCCO4)[nH]c2=O)cc1,i,i,i,i,i,i,i,i,0.4,i,i
O=C1OCC2=C1C(c1ccc3c(c1)OCO3)Sc1ccccc1N2 (configuration not stated),i,i,i,i,i,i,i,i,-6.2,i,i
Cc1ccccc1C(=O)NNC(=O)C(=O)N1CCCCC1,i,i,i,i,i,i,i,i,-5.3,i,i
CS(=O)(=O)N(Cc1ccccc1F)c1ccccc1,i,.,i,i,i,i,i,i,-6.3,i,i
CCN(CC)c1ccc(C=Nc2ccc(C#N)cc2)c(O)c1,i,i,i,i,i,i,i,i,-9.5,i,i
CCOC(=O)c1cc(NC(=O)c2ccoc2C)cc(C(=O)OCC)c1,i,i,i,i,i,i,i,i,-15.9,i,i
CC(C)CC(c1nnnn1Cc1cccs1)N1CCN(c2nc3ccccc3s2)CC1 (configuration not stated),-11.5*,-8.31*,i,i,i,-11.7*,-10.3*,i,-12.0,i,i
O=C(CSc1nc2ccccc2[nH]1)N/N=C/C=C/c1ccccc1[N+](=O)[O-],i,i,i,i,i,i,i,i,-5.0,i,i
C=CCn1c(SCc2c(F)c(F)c(F)c(F)c2F)nc(O)cc1=O,i,i,i,i,i,i,i,i,-6.4,i,i
CCOC(=O)c1cc(-c2ccccc2)sc1NC(=O)C(C)OC(=O)c1cccnc1OCC (configuration not stated),i,i,i,i,i,i,i,i,-15.5,i,i
CCNc1nc(SCC(=O)Nc2ccc(Cl)c(Cl)c2)nc(N(C)C)n1,i,i,i,i,i,i,i,i,-6.6,i,i
O=C(Nc1cccc(C(=O)N2CCCCC2)c1)c1ccc(Cl)cc1,i,i,i,i,i,i,i,i,-5.5,i,i
CC(C)c1ccc2oc(-c3ccc(N)cc3)nc2c1,i,i,i,i,i,i,i,i,-3.2,i,i
Cc1ccc(-n2ncc3c(SCC(N)=O)ncnc32)cc1C,i,i,.,i,i,i,i,.,-1.4,.,i
COCCCN1C(=O)CS/C1=N\S(=O)(=O)c1ccccc1,i,i,i,i,i,i,i,i,-10.0,i,i
Cc1ccc(-n2cccc2/C=C2/NC(=O)N(CC(=O)Nc3cccc(C)c3)C2=O)cc1,i,i,i,i,i,i,i,i,-4.4,i,i
CCOC(=O)CSc1nnc(CNC(=O)c2ccco2)n1C,i,i,i,i,i,i,i,i,-5.7,i,i
CN1CCN(c2ccc(NC(=O)c3ccc(-c4cccc([N+](=O)[O-])c4)o3)cc2)CC1,i,i,i,i,i,i,i,i,-9.9,i,i
Oc1ccccc1OCC(O)c1ccccc1 (configuration not stated),i,i,i,i,i,i,i,i,-10.2,i,i

# Later entries:
SMILES,RGS4 act,ANO1 activ,MrgX1 PAM,KCNQ1 pot,RGS4 block,KCNK9 inh,KCNK3 inh,TMEM16A inh,hERG protect,MrgX1 agonist,KCNQ1 block
O=C1CN(S(=O)(=O)c2ccccc2)c2ccccc2N1,i,i,i,i,i,i,i,i,-5.3,i,i
CCC(=O)N1c2ccccc2C(N(C(C)=O)c2ccccc2)CC1C (configuration not stated),i,i,i,i,i,i,i,i,-0.4,i,i
COc1ccccc1/C=C1\S/C(=N/NC(=O)c2cccc(Br)c2)NC1=O,i,i,i,i,i,i,i,i,-9.8,i,i
Cc1cc(C)c(C#N)c(SCC(=O)N(C)C2CCCCC2)n1,i,i,i,i,i,i,i,i,-11.1,i,i
CCOC(=O)CN1C(=O)S/C(=C\c2ccc(-c3cccc(C(=O)O)c3C)o2)C1=O,i,i,i,i,i,i,i,i,-9.8,i,i
COCCNC(=O)c1c[nH]c2ccc(S(=O)(=O)N3CCc4ccccc43)cc2c1=O,i,i,i,i,i,i,i,i,-13.8,i,i
CCOCCCn1cnc2c(c1=O)c1nc3ccccc3nc1n2-c1ccc(C)cc1,i,i,i,i,i,i,i,i,-4.8,i,i
CCN1CCCC1CNS(=O)(=O)c1ccc(C(=O)Nc2ccccc2)cc1 (configuration not stated),i,i,i,i,i,i,i,i,-2.7,i,i
